IDH1 R132H inh: inhibitors of human mutant IDH1 R132H. IDH1-R132H enzyme, NADPH consumption, diaphorase/resazurin fluorescence. Potency, µM (doses to about 76.6 µM), inactives show top-dose activity change, negative = inhibition, hits mostly inhibitors. 390,000 tested, 0.093% active. AID 602179; further: potency means the concentration at half of the fitted maximal effect; on the % scale 0 is the no-effect control and ±100 the full control effect; nearly all actives have a fitted effect of over 65% in size
Target sequence (O75874 whole entry R132H, stated change not applied): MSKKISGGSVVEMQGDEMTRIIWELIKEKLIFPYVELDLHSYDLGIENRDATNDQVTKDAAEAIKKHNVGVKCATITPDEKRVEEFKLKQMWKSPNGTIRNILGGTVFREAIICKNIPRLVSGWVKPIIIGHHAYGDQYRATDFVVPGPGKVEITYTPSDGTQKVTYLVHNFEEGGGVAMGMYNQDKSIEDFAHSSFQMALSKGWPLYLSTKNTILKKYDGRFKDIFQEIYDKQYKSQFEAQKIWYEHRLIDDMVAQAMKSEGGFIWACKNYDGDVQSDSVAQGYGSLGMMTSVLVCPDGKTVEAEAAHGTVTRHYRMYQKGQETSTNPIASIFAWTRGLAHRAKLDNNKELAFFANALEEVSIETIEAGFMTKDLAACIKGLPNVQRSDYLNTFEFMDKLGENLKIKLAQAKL
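IDH1-R132H (0.5 ug/mL dispensed) in pH 7.5 Tris buffer was preincubated 30 min with compound, then given a substrate mix of 0.016 mM NADPH and 2 mM alpha-KG for 80 min at room temperature; remaining NADPH was read by diaphorase/resazurin fluorescence.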
Pin1 inhibitor: inhibitors of human Pin1; Q13526; Potency, µM (doses to about 115 µM), for the others: at the top dose activity, negative = inhibition, hits mostly inhibitors; Pin1 FP peptide displacement, HiFluor488, 10 min; AID 504891; 390,000 tested, 0.009% active; active means well fitted inhibition curve with a large enough effect in the polarisation, with a control signal flat, not every such curve was filed as active; inconclusive means small, poorly fitted or top-dose-only effect, or effect the other way, or a change in a side signal; inactive means no such curve, though single readings can be large or run the other way; the % refers to the polarisation; further: potency means the concentration at half of the fitted maximal effect; on the % scale 0 is the no-effect control and ±100 the full control effect
Target sequence (Q13526 whole entry, looked up): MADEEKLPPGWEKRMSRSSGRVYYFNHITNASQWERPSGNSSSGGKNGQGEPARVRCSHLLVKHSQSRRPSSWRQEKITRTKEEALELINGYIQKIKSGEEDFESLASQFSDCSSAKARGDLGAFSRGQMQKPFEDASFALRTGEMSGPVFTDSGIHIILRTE
GLS inhibitor: blocks human kidney-isoform glutaminase activity | GLS enzymatic activity, qHTS titration | Potency, µM (series often up to 45.5 µM), for inactives: at the top dose activity change, negative = inhibition, actives largely listed as inhibitors | 410,000 tested, 0.21% active; further: potency means the concentration at half of the fitted maximal effect; on the % scale 0 is the no-effect control and ±100 the full control effect
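Compounds were pin-transferred onto hKGA, after which L-glutamine (1 mM solution) and a detection mix of glutamate oxidase, HRP and Amplex Red were added. Initial and 30 min RT fluorescence reads were collected.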
HP1b binding inh: HP1-beta chromodomain-methylated histone interaction inhibition; AID 540317; P83916; AlphaScreen HP1-beta / biotin-H3K9me3 peptide binding; Potency, µM (highest dose often 114 µM), for inactives: top-dose activity change, negative = inhibition, most hits filed as inhibitors; 390,000 tested, 0.56% active; further: potency means the concentration at half of the fitted maximal effect; nearly all actives have a fitted effect of over 70% in size; inactives centre near 23
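HP1-beta protein (50 nM final) preincubated 30 min at room temperature with biotinylated H3(1-18)K9me3 peptide (50 nM) in PBS pH 7.4, 0.01% Tween-20, then compound added for 30 min. AlphaScreen streptavidin donor/nickel chelate acceptor beads (10 ug/mL final), 30 min dark, luminescence read.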
TrxR1 substrate: rat thioredoxin reductase 1 substrate activity; purified TrxR1 substrate turnover, NADPH consumption readout; Potency, µM (doses to about 114 µM), for the others: top-dose activity change, negative = substrate turnover; 390,000 tested, 0.01% active; AID 588456; further: potency means the concentration at half of the fitted maximal effect; on the % scale 0 is the no-effect control and ±100 the full control effect; nearly all actives have a fitted effect of over 50% in size
Target sequence (O89049 whole entry, looked up): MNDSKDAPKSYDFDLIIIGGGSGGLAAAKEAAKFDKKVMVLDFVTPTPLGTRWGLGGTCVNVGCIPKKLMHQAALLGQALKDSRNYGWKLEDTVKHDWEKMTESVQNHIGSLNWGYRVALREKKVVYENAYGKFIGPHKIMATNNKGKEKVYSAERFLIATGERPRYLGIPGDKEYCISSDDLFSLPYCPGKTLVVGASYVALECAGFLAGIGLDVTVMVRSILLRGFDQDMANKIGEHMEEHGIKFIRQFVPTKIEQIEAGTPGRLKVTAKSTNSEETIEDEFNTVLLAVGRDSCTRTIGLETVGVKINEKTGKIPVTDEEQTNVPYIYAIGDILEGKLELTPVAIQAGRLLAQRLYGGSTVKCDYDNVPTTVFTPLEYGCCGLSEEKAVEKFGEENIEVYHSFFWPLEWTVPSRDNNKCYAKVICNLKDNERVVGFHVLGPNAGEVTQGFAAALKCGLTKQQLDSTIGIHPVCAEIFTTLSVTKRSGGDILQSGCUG
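Rat TrxR1, dispensed at 90 nM, was prereduced with 400 uM NADPH (final) for 5 min at ~22 deg C, then incubated with compound 15 min before 400 uM selenite. A first-read NADPH fluorescence drop versus no-compound background flagged substrates.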
TrxR1 inh: blocks rat thioredoxin reductase 1 | 390,000 tested, 1% active | recombinant rTrxR1, NADPH fluorescence consumption, selenite substrate | Potency, µM (top dose mostly 114 µM), inactives show at the highest dose activity change, negative = inhibition, hits mostly inhibitors | O89049; further: potency means the concentration at half of the fitted maximal effect; on the % scale 0 is the no-effect control and ±100 the full control effect; nearly all actives have a fitted effect of over 65% in size
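Rat TrxR1 (90 nM in the dispensed reagent) was pre-reduced with 400 uM NADPH for 5 min at room temperature, then incubated with compound for 15 min. After 400 uM selenite was added, NADPH fluorescence (Ex 340/Em 450 nm) was followed for 8 min.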
PI4K2A inh: blocks human PI4K2A kinase activity; purified PI4K2A, ADP-Glo luminescence, 1 h; stronger effect = lower value; Q9BTU6; 420,000 tested, 0.13% active; activity change, negative = inhibition, % at 76.9 µM; in the data active means activity change below about -50%; inconclusive means mostly about -30% to -49%;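 further: -100% = wells without enzyme as full effect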
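In this quantitative HTS, ADP production by PI4K2A was quantified luminescently after 1 h at ambient temperature; 100 microM adenosine served as plate-quality control.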
USP1-UAF1 inh: blocks the human USP1/UAF1 deubiquitinase complex | AID 743255 | Potency, µM (highest dose often 57.1 µM), for the others: at the top dose activity change, negative = inhibition, hits mostly inhibitors | recombinant USP1/UAF1, Ub-Rhodamine cleavage fluorescence | 390,000 tested, 0.23% active | O94782; further: potency means the concentration at half of the fitted maximal effect; on the % scale 0 is the no-effect control and ±100 the full control effect; nearly all actives have a fitted effect of over 60% in size; inactives centre near -12
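USP1/UAF1 complex at 1 nM was preincubated with compound for 15 min at room temperature, then Ub-Rho substrate (150nM final) was added. Fluorescence (480/540 nm) was read kinetically, 6 reads every 60 seconds.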
PGK inhibitor: blocks T. brucei phosphoglycerate kinase | P07378 | PGK/GAPDH coupled, Kinase-Glo luminescence, 60 min | Potency, µM (series often up to 57.5 µM), inactives show top-dose activity change, negative = inhibition, hits mostly inhibitors | 380,000 tested, 0.043% active | AID 602233; further: potency means the concentration at half of the fitted maximal effect; on the % scale 0 is the no-effect control and ±100 the full control effect; nearly all actives have a fitted effect of over 60% in size
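Luminescent ATP detection (Kinase-Glo Plus) follows a 60-minute room-temperature incubation, with wells lacking PGK as controls. Buffer: 100 mM TEA (pH 7.6), 5 mM MgCl2, 0.01% Tween-20. Coupling enzyme GAPDH (100 nM final) supplies unstable 1,3-BPG in-well.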
* hit, by the source's call; i = inactive; ? = inconclusive; . = not tested or not shown; & = joins results of further samples; [ ] = another dose, or the depositor's remark. Unless noted, the call rests on the fitted dose curve; in most records, active means well fitted curve in the direction sought with a large enough effect; inconclusive means small, poorly fitted or top-dose-only effect, or another doubt; inactive means no such curve, though single readings can be large; an effect the other way counts as inactive or inconclusive. Some of the compounds tested. The share of hits here may be higher or lower than overall.

SMILES	IDH1 R132H inh	Pin1 inhibitor	GLS inhibitor	HP1b binding inh	TrxR1 substrate	TrxR1 inh	PI4K2A inh	USP1-UAF1 inh	PGK inhibitor
CCCCCOC(=O)Cn1c(N2CCCCCC2)nc2c1c(=O)[nH]c(=O)n2C	3%	0%	0%	33%	5%	15%	5	-14%	-4%
CN1/C(=C\C(=O)C[n+]2cccc(C(N)=O)c2)C(C)(C)c2ccccc21	11%	-2%	-5%	-13%	-6%[57.1 µM]	-3%[57.1 µM]	7	-25%	-2%
CCc1cccc(NC(=O)Cn2c(=O)c3cccn3c3ccccc32)c1	1%	6%	3%	37%[activator]	-1%	24%	-2	-4%	-2%
COc1ccc(Cn2c(=S)[nH]c3cc(C(=O)N4CCN(c5ccccc5)CC4)ccc3c2=O)cc1	0%	-5%	-4%	39%[activator]	6%[57.1 µM]	16%[57.1 µM]	0	-7%	7%
CCOc1ccc(NC(=O)CN2C(=O)CCSc3ccc(S(=O)(=O)N4CCCC4)cc32)cc1	-11%&-15%	4%&14%	-1%&-1%	44%[activator]	-15%	-18%	-4&0	-29%&-14%	5%&4%
O=C(c1ccc([N+](=O)[O-])o1)N1CCN(c2nc3c(Cl)cccc3s2)CC1	8%	0%	-5%	-17%	-8%	40µM*	-1	-19%	-1%
COCCNC(=O)C(=O)NNC(=O)CCc1ccccc1	1%	-5%	-2%	49%[activator]	2%	20%	7	-24%	-11%
CSc1cccc(NC(=S)NC(=O)CCc2ccccc2)c1	7%	2%	7%	49%[activator]	10%	-30%	-3	-24%	-12%
O=C(COC(=O)c1cccc(C(F)(F)F)c1)NC(=O)NC1CCCC1	5%	-3%	7%	39%	-5%	7%	3	-25%	-4%
CC(C)NC(C(=O)Nc1cc(Cl)cc(Cl)c1)c1ccccc1 (centres undefined)	3%	2%	-8%	52%[activator]	-3%	10%	1	-32%	-4%
COc1cccc(CN(CC(=O)NC2CCCC2)C(=O)Cn2nnc(-c3cccs3)n2)c1	17%	-1%	0%	13%	2%	12%	6	-12%	-7%
O=C(NNC(=S)Nc1ccc(F)cc1)c1cccc([N+](=O)[O-])c1	-8%	-10%	16%	-4%	4%	0%	-10	-10%	-1%
CCOc1ccc(CC(=O)Nc2c(C(=O)c3ccccc3)oc3ccc(Cl)cc23)cc1OCC	-2%	-6%	5%	13%	-5%	10%	0	-13%	-4%
COc1ccc(CCNC(=O)Cn2c(=O)n(-c3ccc(C)c(C)c3)c(=O)c3c(C)c(C)sc32)cc1OC	-24%	?	5%	22%	-4%	0%	0	5%	-4%
Cc1c(Cl)cccc1NC(=S)N1CCCN(Cc2ccc(F)cc2)C1	-8%	-5%	10%	29%	-1%	-3%	2	-5%	7%
COC(CNC(=O)CCc1c(C)nc2c(c(C)nn2-c2ccc(C)cc2)c1C)OC	7%	-9%	-4%	38%	74%[activator]	-15%	9	-24%	-8%
COc1ccc(OCc2nc(-c3ccc(-n4cccc4)cc3)no2)cc1	7%	5%	2%	58%[activator]	4%[57.1 µM]	20%[57.1 µM]	-5	12%	i
COc1cccc(CN(C(=O)CN2C(=O)c3ccccc3S2(=O)=O)C(C(=O)NCC2CCCO2)c2ccco2)c1 (centres undefined)	-4%	-1%	-5%	10%	2%	10%	6	-22%	8%
COC(=O)c1c(SCC(=O)Nc2cc(F)ccc2F)[nH]c2ccc(C)cc2c1=O	11%	4%	-1%	41%	8%[57.1 µM]	26%[57.1 µM]	-9	-25%	-2%
Cc1cc(C)c(S(=O)(=O)Oc2ccccc2[N+](=O)[O-])c(C)c1	5%	1%	-7%	32%	3%[57.1 µM]	9%[57.1 µM]	7	-21%	-8%
CCn1cnc2cc([N+](=O)[O-])ccc21	0%	8%	-7%	21%	-2%	9%	-1	-2%	4%
Cn1c2ccccc2c(=O)c2cc(NCCCN3CCOCC3)ccc21	19%	0%	8%	18%	282%[activator]	39%[activator]	5	-23%	-1%
Cc1nnc(C)n1-c1ccc(C(=O)Nc2cccc(Br)c2)cc1	18%	-3%	-4%	29%[57 µM]	1%[57.1 µM]	16%[57.1 µM]	-7	-8%	i
Cc1ccc(S(=O)(=O)NCCOc2nc(N(C)C)nc(N3CCOCC3)n2)cc1	6%	-1%	2%	14%	13%[57.1 µM]	53%[activator][57.1 µM]	-5	-14%	-7%
CCCCSc1nc(C)c(CC(=O)OC)c(=O)[nH]1	4%	-15%	-9%	40%[activator]	-3%	8%	-9	-3%	-14%
Cc1ccc(C)c(-n2c(CNC(=O)c3ccco3)nnc2SCC(=O)Nc2nnc(C)s2)c1	-4%	-6%	0%	26%	8%[57.1 µM]	29%[57.1 µM]	9	-10%	i
COC(=O)c1c(NC(=O)c2cc3ccccc3c(=O)o2)sc2c1CCCC2	1%	-2%	-8%	39%	4%	26%	-6	-31%	-5%
COCCSc1ccccc1C(=O)NCCCn1ccnc1	1%	0%	3%	-8%	0%	20%	-2	-1%	.
O=C(NCC1CCCO1)c1ccc2c(c1)N(Cc1ccccc1)C(=O)CS2=O (centres undefined)	3%	2%	?	-14%	2%	6%	-3	-9%	-3%
COc1cc(C2C(C(=O)c3ccco3)=C(O)C(=O)N2CC2CCCO2)ccc1O (centres undefined)	16%	11%	?	11%	-7%	1%	3	-24%	3%
CC1=NNC(=O)C1Cc1ccccc1C (centres undefined)	3%	-1%	?	7%	-2%[57.1 µM]	-32%[57.1 µM]	4	3%	3%
O=C(CCN1C(=O)c2ccccc2S1(=O)=O)N1CCN(c2ccc(F)cc2)CC1	-3%	-7%	18%	8%	1%[57.1 µM]	4%[57.1 µM]	2	-1%	6%
Cc1ccccc1-c1nn2c(=O)cc(CN3CCN(C(=O)/C=C/c4ccccc4)CC3)nc2s1	8%	7%	5%	1%[57 µM]	4%[57.1 µM]	-20%[57.1 µM]	-10	?	-1%
COc1ccccc1NC(=O)C1=C(C)Nc2nc(SCc3ccccc3F)nn2C1c1cccnc1 (centres undefined)	3%	-1%	-8%	16%	6%	38%[2.29 µM]	4	?	-1%
O=C(NCCCCCCNC(=O)c1cccs1)c1cccs1	12%	-1%	0%	26%	5%[57.1 µM]	10%[57.1 µM]	2	-17%	-1%
Cc1ccc(S(=O)(=O)NCC(=O)NCc2cc(=O)n(C)c(=O)n2C)cc1C	8%	-10%	-9%	88%[activator]	11%	18%	-9	-13%	i
CCOC(=O)c1cnc(-n2nc(C)cc2C)nc1NCCc1ccccc1	1%	3%	-2%	46%[activator]	1%	-3%	-7	?	-1%
O=C(Nc1ccccc1Sc1ccccc1)c1ccccc1F	9%	4%	6%	235%	-11%	-9%	4	-5%	i
CCOc1ccc(S(=O)(=O)N(C)c2ccc(OCC(=O)N3CCOCC3)cc2)cc1	-2%	-5%	6%	-9%	-10%	-8%	4	-11%	-4%
COc1ccc(NS(=O)(=O)c2cnc[nH]2)cc1	1%	5%	-1%	16%	10%[57.1 µM]	22%[57.1 µM]	-7	-15%	-10%
CC1CCN(S(=O)(=O)c2cccc(C(=O)NNC(=O)c3ccco3)c2)CC1	-5%	2%	4%	-2%	2%	19%	-1	-3%	i
CCC(C)NC(=O)C1CCC(CNS(=O)(=O)c2cccc3nsnc23)CC1 (centres undefined)	-9%&-10%	0%&-13%	3%&0%	70%&18%[activator]	-6%&-6%	-4%&9%	1&-4	-7%&-27%	1%&13%
CC1(C)Cc2c(c(-c3ccco3)[nH]c(=O)c2C#N)CS1	1%	?	-4%	41%[activator]	5%	?	4	-21%	i
O=C1OCC2=C1C(c1ccc3c(c1)OCO3)Sc1ccccc1N2 (centres undefined)	5%	2%	7%	6%	0%	-2%	0	-15%	-1%
O=C(O)c1sccc1SCc1ccc(Cl)cc1Cl	-5%	-3%	-19%	21%	-13%	-14%	3	0%	-7%
O=C1COc2ccc(C(=O)COC(=O)/C=C/c3ccco3)cc2N1	3%	13%	-14%	-26%	-1%	50µM*	-15	-12%	-23%
COC(=O)c1sccc1NC(=O)CCC1CCCC1	0%	7%	2%	231%[activator]	-1%	15%[57.1 µM]	7	-19%	-5%
CCOc1ccc(S(=O)(=O)N2CCN(c3ccc(C)cc3C)CC2)cc1	-5%	6%	-1%	43%[activator]	5%[57.1 µM]	16%[57.1 µM]	-4	-15%	1%
O=C(NCCc1cccs1)c1ccc(Cn2c(SCc3cccc(F)c3)nc3cccnc32)cc1	-7%	38%[activator]	2%	48%[activator]	18%	31%	2	-25%	-4%
CC(=O)c1ccc(S(=O)(=O)NCCC(=O)NC(C)c2ccncc2)cc1 (centres undefined)	7%	-1%	3%	36%	1%	-3%	0	-7%	4%
CC1(C)OC(=O)C=C[C@]2(C)[C@H]3CC[C@@]4(C)[C@H](c5ccoc5)OC(=O)[C@H]5O[C@]54[C@]3(C)C(=O)C[C@@H]12	-3%	-3%	-6%	37%	4%	12%[57.1 µM]	-1	-12%	-8%
O=C(CN1C(=O)CCC1=O)Nc1nc(-c2nc3ccccc3s2)cs1	-2%	1%	1%	33%	32%	16%	1	?	1%

Screening data deposited in PubChem BioAssay by National Center for Advancing Translational Sciences (NCATS).
